GPR151 ag: activators of human GPR151, primary screen, cell-based, PathHunter beta-arrestin, luminescence. G-protein coupled receptor 151 (Homo sapiens), Q8TDV0. PathHunter beta-arrestin GPR151 cells. activation, % at 11.2 µM. 650,000 compounds, 1% hits; in the data active = activation above about 4.9%;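 also: 0% = median of compound wells and 100% = cells with positive control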
Target sequence (Q8TDV0 whole entry, looked up): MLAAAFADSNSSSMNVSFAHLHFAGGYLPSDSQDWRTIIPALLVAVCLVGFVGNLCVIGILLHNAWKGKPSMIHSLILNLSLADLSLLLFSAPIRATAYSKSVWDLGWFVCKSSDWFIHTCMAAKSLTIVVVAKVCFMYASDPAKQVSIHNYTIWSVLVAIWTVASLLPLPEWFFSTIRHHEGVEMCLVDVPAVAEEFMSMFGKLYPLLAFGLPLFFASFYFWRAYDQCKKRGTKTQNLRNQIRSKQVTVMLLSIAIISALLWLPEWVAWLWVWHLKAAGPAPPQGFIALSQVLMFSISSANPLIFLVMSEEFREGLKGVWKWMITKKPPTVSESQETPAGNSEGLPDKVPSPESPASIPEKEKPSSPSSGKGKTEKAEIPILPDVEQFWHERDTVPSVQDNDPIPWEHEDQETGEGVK
TEAD-YAP block: TEAD-YAP interaction inhibition, primary screen, TEAD-YAP interaction inhibitor project, luminescence, HEK-TIYL cells; TEAD-Gal4/YAP UAS-luciferase luminescence; inhibition, % at 9.12 µM; 640,000 compounds, 1.4% hits; in the data active = inhibition above about 32%;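 also: 0% = median of test compound wells and 100% = reference inhibitor wells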
FBW7 act: FBW7 E3 ligase activators, primary screen, biochemical, AlphaScreen, human | F-box/WD repeat-containing protein 7 (Homo sapiens), Q969H0 | AlphaScreen FBW7–phospho-cyclin E peptide binding, activator screen | normalized activity (activation), % at 26.1 µM | 650,000 compounds, 0.13% hits | AID 1259310, 2017; in the data active = normalized activity above about 1.9%;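 also: purified mutant Fbw7 with reduced substrate affinity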
MITF primary: MITF inhibitors, primary screen, biochemical, AlphaScreen, human; 650,000 compounds, 0.91% hits; inhibition, % at 2.6 µM; AlphaScreen MITF homodimerization, bead proximity signal; in the data active = inhibition above about 50%;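 also: 0% = vehicle wells with protein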
Target sequence (O75030 whole entry, looked up): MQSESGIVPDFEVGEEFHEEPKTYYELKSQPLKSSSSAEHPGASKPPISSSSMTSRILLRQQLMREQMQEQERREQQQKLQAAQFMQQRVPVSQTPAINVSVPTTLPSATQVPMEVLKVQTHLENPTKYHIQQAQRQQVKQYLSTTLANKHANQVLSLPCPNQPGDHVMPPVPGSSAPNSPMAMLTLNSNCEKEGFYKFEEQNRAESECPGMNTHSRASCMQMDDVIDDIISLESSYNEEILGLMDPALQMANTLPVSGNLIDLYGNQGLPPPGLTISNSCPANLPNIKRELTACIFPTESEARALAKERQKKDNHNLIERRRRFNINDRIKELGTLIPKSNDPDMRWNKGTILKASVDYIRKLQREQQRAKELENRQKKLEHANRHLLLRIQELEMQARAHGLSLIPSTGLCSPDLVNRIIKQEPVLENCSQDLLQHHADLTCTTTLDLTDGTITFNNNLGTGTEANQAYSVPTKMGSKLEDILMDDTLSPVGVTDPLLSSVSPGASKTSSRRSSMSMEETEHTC
An asterisk follows results filed as active; & = joins results of further samples.

smiles	GPR151 ag	TEAD-YAP block	FBW7 act	MITF primary
COc1ccc(C(=O)NCC(=O)NNc2ncnc(N)c2[N+](=O)[O-])cc1OC	-0.4	0	0.1	6
CCN(CC)C(=O)CSc1ccc(-c2nc3ccc(C)cc3[nH]2)cn1	-2.1	-21	0.7	17
CSc1nc(C)c(C(C)=O)c(-c2ccc(Cl)cc2)c1C#N	-0.7	-1	0.1	14
O=C1/C(=C/C=C/C=C\C2=C(O)c3ccccc3S2(=O)=O)S(=O)(=O)c2ccccc21	-1.3	24	-0.8	24
CCOC(=O)c1sc2nc(SCC(=O)Nc3ccc(OCC)cc3)n(CCc3ccccc3)c(=O)c2c1C	1.4	-10	-0.1	-1
O=C(NCc1ccco1)c1c(NC(=O)C2CCCO2)sc2c1CCC2 (stereo not given)	1.4	8	-0.6	-3
O=C(c1ccccc1)C(Cl)c1ncc(-c2ccccc2)cn1 (stereo not given)	-2.6	30	0.1	25
CCCCOc1ccc(N2C(=O)CC(NCCc3ccc(OC)c(OC)c3)C2=O)cc1 (stereo not given)	1.0	-3	0.6	5
CCC(=O)N1CCc2cc(S(=O)(=O)CCC(=O)NCCc3ccc(C)cc3)ccc21	0.0	-8	0.7	11
O=C(c1ccc([N+](=O)[O-])cc1Cl)N1c2cccc3cccc(c23)S1(=O)=O	-2.4	-2	0.0	9
O=C(O)C1CC=CCC1C(=O)Nc1nc2ccccc2s1 (stereo not given)	-7.5	-2	-0.3	4
CCC12C(=O)C(CC)(C(c3ccccc3)=C1c1ccccc1)C1C(=O)N(c3ccccc3[N+](=O)[O-])C(=O)C12 (stereo not given)	0.6	7	0.5	3
Cc1ccnc(SCCn2c(Br)nc3c2c(=O)n(C)c(=O)n3C)n1	-2.6	-2	0.2	21
CCc1ccccc1Oc1ncccn1	1.0	-8	0.0	3
COCCNC(=O)/C(=C/c1ccc(Cl)cc1)NC(=O)c1ccc(C)cc1	-0.9	13	0.0	-1
Cc1ccc(Nc2nc(-c3ccccc3)cs2)cc1Cl	-1.8	-54	0.1	-5
CCOC(=O)C1CCN(c2c(C)cnc3c2c(=O)n(C)c(=O)n3C)CC1	1.0	5	-0.1	2
COc1cc(CN2CCc3nnc(C(NC(=O)c4ccoc4)C(C)C)n3CC2)ccc1F (stereo not given)	-1.2	-1	-0.1	9
COc1ccc(-c2cc(C(F)(F)F)n3ncc(C(=O)Nc4ccc(C)c(C)c4)c3n2)cc1OC	-1.5	-5	-0.1	0
CCC(C)(C)NC(=O)C1CCN(S(=O)(=O)c2ccc(C)cc2)CC1	0.9	74*	-0.1	-2
COCCn1c(C)cc(/C=C2\C(=O)NC(=S)N(c3ccc(F)cc3)C2=O)c1C	0.4	-5	-0.3	-12
O=C1c2ccncc2C(=O)C1c1ccc2ccccc2n1 (stereo not given)	-2.0	-45	0.1	5
COc1nc(NCCO)nc(-c2cccc(C(C)=O)c2)n1	-0.5	1	0.0	10
Cc1noc(C)c1C(=O)Nc1ccc(C(=O)N2CCCCC2)cc1	1.2	0	0.1	12
CCOc1ccc(N2CC(NC(=O)NCc3ccccn3)CC2=O)cc1 (stereo not given)	0.1	-9	0.0	6
Cc1cc(C(=O)N2CCN(c3ccc(Cl)cc3[N+](=O)[O-])CC2)c(-c2ccccc2)o1	0.6	-2	-0.4	5
CC1Cc2ccccc2N1C(=O)c1cc(F)cc(F)c1 (stereo not given)	-0.4	2	0.2	25
CC(C)C[C@H]1C(=O)N2CCN(Cc3cn(C)nc3-c3ccccc3)C[C@@H]2C(=O)N1C	0.8	4	0.1	-1
Oc1cc2c(cc1C(O)(C(F)(F)F)C(F)(F)F)OCO2	2.6	10	0.2	4
Oc1oc(-c2ccccc2F)nc1C=Nc1cccc(Cl)c1	0.5	-22	0.0	28

Entries of single compounds as entered above. Values in the order: GPR151 ag | TEAD-YAP block | FBW7 act | MITF primary
CCN(CC)C(=O)CSc1ccc(-c2nc3ccc(C)cc3[nH]2)cn1 as listed: -2.1 | -21 | 0.7 | 17
COc1ccc(C(=O)NCC(=O)NNc2ncnc(N)c2[N+](=O)[O-])cc1OC as listed: -0.4 | 0 | 0.1 | 6

Next part.
smiles	GPR151 ag	TEAD-YAP block	FBW7 act	MITF primary
Cc1ccc(C2=Nc3ccccc3N=C(c3ccc(Br)cc3)C2)c(O)c1	2.2	-11	0.4	12
CC(C)NC(=O)[C@@H]1C[C@H](NCc2cccc(F)c2)CN1Cc1ccccc1Cl	-0.3	-8	-0.6	12
CCCCN(C)S(=O)(=O)c1ccc(C(=O)Nc2nnc(C3=COCCO3)o2)cc1	0.8	6	-0.1	-6
CCN(CC)C1CC(=O)N(c2cccc(NC(=O)c3ccccc3)c2)C1=O (stereo not given)	-0.5	7	-0.1	12
COc1ccc2nc3sc(C(=O)N4CCCCCC4)c(N)c3cc2c1	-0.9	-4	-0.1	12
Cn1c(=O)[nH]c(=O)c2c1nc(N1CCCCCC1)n2CCCc1ccccc1	0.6	-1	0.0	1
Cc1ncsc1CCC(=O)N1CCCC(CNS(=O)(=O)c2cccs2)C1 (stereo not given)	-1.7	-5	-0.1	8
Nc1nonc1-n1nncc1-c1ccccc1	-0.7	9	0.1	-2
COC(=O)c1c2c(n3cc4ccccc4cc13)C(=O)c1ccccc1C2=O	0.5	-5	0.1	87*
COc1cc(OC)cc(-c2nc(SCc3cccc(C(=O)O)c3)n[nH]2)c1	0.3	-7	0.1	8
Cc1cc(C)c(S(=O)(=O)N2CCCC2=O)c(C)c1N(C)S(C)(=O)=O	1.1	6	0.6	14
CCSc1nnc(CSc2ncccn2)n1C	-1.8	-4	-0.1	5
CCOC(=O)c1ccccc1NC(=O)CN(c1ccc(Cl)c(Cl)c1)S(C)(=O)=O	18*	6	0.2	21
COc1ccc(-c2csc(Nc3ccc(F)cc3)n2)cc1OC	0.7	-51	-0.2	15
Cc1ccc(C)c(S(=O)(=O)N2CCCCC2C(=O)O)c1 (stereo not given)	0.2	-1	-0.1	-3
CCc1cc2c(NCCN3CCCCC3)ncnc2s1	-0.5	5	0.6	20
COc1ccc(-c2nc(Nc3ccc(Oc4ccccc4)cc3)c3ncn(CCN4CCCC4=O)c3n2)cn1	-1.6	-4	-0.1	-9
c1ccc(CN2CCC(Nc3cc(Nc4ccccc4)ncn3)CC2)cc1	-0.3&0.1	2&0	0.0&0.3	3&-4
Cc1ccc(-c2nnc3c4ccccc4c(C)nn23)cc1NC(=O)CN1CCOCC1	0.6	-1	0.0	-4
Cc1cc(NS(=O)(=O)c2ccc3c(c2)oc(=O)n3C)ccc1Br	-0.4	-4	-0.2	-10
O=C(Cn1c2ccccc2c(=O)c2ccccc21)Nc1cc(Sc2ccc(F)cc2)cc([N+](=O)[O-])c1	-0.6	0	0.0	-8
CC1CCc2cc(F)ccc2N1C(=O)c1cccs1 (stereo not given)	-2.2	0	0.0	7
O=C(N/C(=C\c1ccco1)C(=O)N1CCC(N2CCCCC2)CC1)c1ccccc1	-1.4	-9	0.8	21
NC(=O)C1CCN(C(=O)c2ccc3c(=O)n(-c4ccc(F)cc4)c(SCC(=O)N4CCCC4)nc3c2)CC1	3.6	12	0.0	12
Cc1nc(N2CCC(C)CC2)nc(N(C)C)c1[N+](=O)[O-]	-0.3	8	-0.3	1
Cc1nc2ccc(C(=O)N3CCCCC3)cc2nc1C	0.3	-10	0.0	1
COc1ccccc1-c1nnc(C2CCN(S(=O)(=O)Cc3ccccc3)CC2)o1	0.2	-9	0.1	9
CCOC(=O)CC(=O)c1sc2nccc(N(C)C)c2c1N	2.6	14	0.0	1
N#Cc1cccc(NC(=O)COC(=O)C2=NNC(=O)CC2)c1	0.0	1	0.4	11
CCOC(=O)c1c(C)[nH]c(C)c1C(=O)COC(=O)C1=COCCO1	-1.2	5	-0.1	4

Rewritten with each value named: part of the list above.
molecule: O=C(N/C(=C\c1ccco1)C(=O)N1CCC(N2CCCCC2)CC1)c1ccccc1
  GPR151 ag = -1.4 | TEAD-YAP block = -9 | FBW7 act = 0.8 | MITF primary = 21
molecule: NC(=O)C1CCN(C(=O)c2ccc3c(=O)n(-c4ccc(F)cc4)c(SCC(=O)N4CCCC4)nc3c2)CC1
  GPR151 ag = 3.6 | TEAD-YAP block = 12 | FBW7 act = 0.0 | MITF primary = 12

Other results follow:
Each structure is followed by: GPR151 ag | TEAD-YAP block | FBW7 act | MITF primary
O=C(c1nccs1)C1CCN(C(=O)c2cscn2)CC1
  0.3 | 8 | 0.0 | 40
Cc1ccc2c(c1)CCCN2C(=O)Nc1ccc([N+](=O)[O-])cc1
  4.2 | 4 | 0.1 | 1
COc1cccc(-n2c(SCC(N)=O)nnc2-c2ccncc2)c1
  0.3 | -2 | 0.7 | 12
Cc1ccc(CNC(=O)CSc2ncc(-c3cccc(Br)c3)o2)cc1
  -0.1 | -1 | 0.0 | -15
C=CCN1C(=O)C2C3CC(=O)C(c4ccccc43)C2C1=O (stereo not given)
  0.0 | 5 | 0.1 | -1
CC(C)(C)C(=O)NC1CCN(c2nc(-c3ccc(F)cc3)cs2)CC1
  -0.4 | 0 | -0.1 | 10
COc1ccc(Nc2nc(C(=O)N3CCc4cc(OC)c(OC)cc4C3)cs2)cc1
  -0.4 | -5 | -0.1 | 16
CCOC(=O)N1CCN(C(c2ccc(F)cc2)c2sc3nc(CC)nn3c2O)CC1 (stereo not given)
  -0.3 | 0 | -0.1 | -1
COc1cccc(C(=O)Nc2ccc3oc(-c4ccc(F)cc4Cl)nc3c2)c1
  1.8 | -16 | -0.1 | -10
O=C(O)c1ccc(CSCc2ccccc2Cl)o1
  -1.2 | -5 | 0.2 | 12
O=C(CC12CC3CC(CC(C3)C1)C2)Nn1c(=S)[nH]c2ccccc2c1=O
  -1.5 | 6 | -0.1 | -13
COCCNC(=O)c1ccc(-c2cc(C(C)C)ccc2OC)nc1N(C)C
  1.9 | 11 | 0.1 | -11
Cc1ccc(Nc2nc(-c3cc4ccccc4oc3=O)cs2)c(Br)c1
  1.3 | 7 | 0.0 | 12
CCOC(=O)c1c(C)n(-c2cccc(Br)c2)c2c1cc(O)c1ccccc12
  -1.1 | -13 | 0.0 | -1
CCOc1cc(C2C(C#N)=C(N)Oc3n[nH]c(-c4ccc(OC)cc4)c32)ccc1OC(=O)c1cccs1 (stereo not given)
  -0.3 | 7 | -0.4 | -3

Filtered by structure, the compounds so far with a furan ring, fused or not (five)
Each structure is followed by: GPR151 ag | TEAD-YAP block | FBW7 act | MITF primary
O=C(NCc1ccco1)c1c(NC(=O)C2CCCO2)sc2c1CCC2 (stereo not given)
  1.4 | 8 | -0.6 | -3
COc1cc(CN2CCc3nnc(C(NC(=O)c4ccoc4)C(C)C)n3CC2)ccc1F (stereo not given)
  -1.2 | -1 | -0.1 | 9
Cc1cc(C(=O)N2CCN(c3ccc(Cl)cc3[N+](=O)[O-])CC2)c(-c2ccccc2)o1
  0.6 | -2 | -0.4 | 5
O=C(N/C(=C\c1ccco1)C(=O)N1CCC(N2CCCCC2)CC1)c1ccccc1
  -1.4 | -9 | 0.8 | 21
O=C(O)c1ccc(CSCc2ccccc2Cl)o1
  -1.2 | -5 | 0.2 | 12

Going on with the list.
Each structure is followed by: GPR151 ag | TEAD-YAP block | FBW7 act | MITF primary
Cc1ccccc1CSCC(=O)NC1CCCC1
  -0.3 | -16 | -0.1 | 1
COc1ccc(-c2noc(CCC(=O)N3CCN(Cc4ccccc4)CC3)n2)cc1
  0.3 | 6 | -0.2 | 11
CCC(C)(C)c1ccc(OCCN2C(=O)NC(C)(C)C2=O)cc1
  -0.3 | -4 | 0.0 | 2
CCCCN(C)CCNS(=O)(=O)c1ccc2c(c1)CCN2C(=O)CC
  0.7 | 4 | 0.2 | -1
COCc1cc(CN[C@H]2C[C@H]3C(=O)N[C@@H](C)C(=O)N3C2)ccc1OC
  -1.4 | -10 | 0.0 | 2
O=C(NCCn1nnn(-c2ccccc2)c1=O)c1ccc(=O)[nH]n1
  -0.1 | 5 | 0.1 | 6
O=C(CCN1CCc2ccccc2C1)Nc1ccc(F)cc1
  -1.5 | 2 | 0.0 | 6
Cc1cc(C)nc(CCNC(=O)c2cc(COc3ccc(F)cc3Cl)on2)n1
  0.4 | 3 | 0.0 | 0
C=CCOC(=O)/C(=C\c1ccco1)NC(=O)c1ccc(Br)cc1
  3.1 | -3 | -0.3 | -2
Cc1cc(I)ccc1NC(=O)Nc1ccc(F)cc1
  -0.5 | 5 | 0.1 | -4
Cc1cccc(N2C(=O)NC(=O)/C(=C\c3ccc(C)o3)C2=O)c1
  1.5 | -9 | -0.3 | 2
COc1cccc(Nc2cc(C)nc3ncnn23)c1
  1.0 | -2 | 0.0 | -10
OCCC1CN(Cc2cccc(O)c2)CCN1Cc1ccccc1F (stereo not given)
  0.1 | -3 | 0.2 | 8
COc1ccccc1NS(=O)(=O)c1ccc2c(c1)CCN2C(=O)CCC(=O)O
  0.4 | 0 | 0.0 | -8
COc1ccc(CCNC(=O)CN(c2cccc(C)c2)S(C)(=O)=O)cc1OC
  2.3 | -7 | 0.0 | 1
CCCCCSc1nnc2c(n1)OC(c1ccccc1F)Nc1ccccc1-2 (stereo not given)
  -0.8 | -13 | 0.3 | 14
Nc1cc2n[nH]nc2c2n[nH]nc12
  0.3 | 0 | -0.1 | 23
O=C(NCc1ccccc1)Nc1ccc(-c2cn[nH]c2)cc1
  0.6 | -12 | -0.1 | 8
CCc1cc(-c2n[nH]c(=S)n2CC)cs1
  -0.3 | -6 | 0.1 | 20

Bioassay records as filed in PubChem.

Outcome played no part in choosing rows; about 3.4% have a hit in one of these screens.
